# VHR inh abs – VHR1 phosphatase inhibitors, primary screen, biochemical, absorbance, uHTS; 0.52% of 290,000 active; inhibition, % at 13.3 µM; AID 1654, 2009; recombinant VHR phosphatase, pNPP absorbance; in the data active = inhibition above about 50%; also: some compounds called inactive have numbers as strong as hits
# Target sequence (P51452 whole entry, looked up): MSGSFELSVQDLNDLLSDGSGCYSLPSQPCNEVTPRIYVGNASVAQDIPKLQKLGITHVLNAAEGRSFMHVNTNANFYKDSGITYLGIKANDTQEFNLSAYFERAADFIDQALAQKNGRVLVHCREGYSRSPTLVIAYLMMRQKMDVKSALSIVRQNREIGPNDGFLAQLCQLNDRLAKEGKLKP
# TcdB inh – TcdB glycohydrolase inhibitors, primary screen, biochemical, single point, plate reader; AID 652162, 2013; 0.24% of 350,000 active; inhibition, % at 9.99 µM; TcdB glycohydrolase enzymatic assay; in the data active = inhibition above about 10%
# MazEF act – activators of E. coli MazEF toxin-antitoxin RNase, primary screen, biochemical, fluorescence, uHTS; activation, % at 20 µM; FAM/BHQ RNA-DNA oligo cleavage fluorescence, 5 h; AID 504720, 2011; 0.32% of 350,000 active; in the data active = activation above about 50%
# Target sequence (P0AE70 whole entry, looked up): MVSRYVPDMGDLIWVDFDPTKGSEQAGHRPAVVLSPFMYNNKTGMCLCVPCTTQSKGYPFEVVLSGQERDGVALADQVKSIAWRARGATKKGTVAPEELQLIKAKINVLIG
# SSB-PriA inh – inhibitors of Klebsiella pneumoniae PriA binding to SSB C-terminal tail, primary screen, biochemical, AlphaScreen. PriA–SSB C-terminal tail interaction (Klebsiella pneumoniae). AlphaScreen SSBct-PriA binding, biotinylated peptide. inhibition, % at 33 µM. 0.6% of 430,000 active. AID 1272365, 2023; in the data active = inhibition mostly above about 37%, no sharp cut-off; inactive = mostly below about 20%;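 also: plate controls were negative control peptide for no effect and reference peptide for full effect; strong numbers were not always called active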
# PrPC TRFRET – inhibitors of human cell surface prion protein PrPC, primary screen, cell-based, TR-FRET | Major prion protein (Homo sapiens), P04156 | TR-FRET read-out | inhibition, % at 13.8 µM | 0.43% of 370,000 active | AID 720596, 2013; in the data active = inhibition above about 24%; also: 0% = median of the test wells and 100% = reference compound wells
# BH1578 lux ind – inducers of Vibrio cholerae quorum light production without autoinducers, primary screen, BH1578 luxS cqsA deficient, single point | V. cholerae BH1578 lux reporter, luminescence, 6 h | activation, % at 18.7 µM | 0.16% of 350,000 active; in the data active = activation mostly above about 9.7%, no sharp cut-off; inconclusive = no clear call, values can overlap the other calls; inactive = mostly below about 3.7%; also: not every result past the cut was called active; inactives centre near 0; reference of the scale not given here
# CCHF vOTU inh – CCHFV vOTU protease inhibitors, primary screen, biochemical, Pep-AMC substrate, fluorescence | Crimean-Congo hemorrhagic fever virus L polyprotein viral ovarian tumor (vOTU) protease … | inhibition, % at 11.5 µM | 0.55% of 370,000 active; in the data active = inhibition above about 30%; also: 0% = vehicle wells with enzyme and 100% = no enzyme wells
# SARS 3CLpro inh – SARS-CoV 3CLpro protease inhibitors, primary screen, biochemical, quenched FRET; AID 1706, 2009; Replicase polyprotein 1ab (Severe acute respiratory syndrome coronavirus), P0C6X7; recombinant SARS-CoV 3CLpro, quenched FRET peptide cleavage; inhibition, % at 6 µM; 0.14% of 290,000 active; in the data active = inhibition above about 12%
# Rv3671c protease – Rv3671c serine protease inhibitors, primary screen, biochemical, fluorescence polarization, M. tuberculosis H37Rv; P9WHR9; inhibition, % at 5.96 µM; 0.048% of 320,000 active; in the data active = inhibition above about 38%;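 also: extracellular domain of Rv3671c used as enzyme; 0% = enzyme with DMSO and 100% = no enzyme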
# Target sequence (P9WHR9 whole entry, looked up, the tested form may be a part): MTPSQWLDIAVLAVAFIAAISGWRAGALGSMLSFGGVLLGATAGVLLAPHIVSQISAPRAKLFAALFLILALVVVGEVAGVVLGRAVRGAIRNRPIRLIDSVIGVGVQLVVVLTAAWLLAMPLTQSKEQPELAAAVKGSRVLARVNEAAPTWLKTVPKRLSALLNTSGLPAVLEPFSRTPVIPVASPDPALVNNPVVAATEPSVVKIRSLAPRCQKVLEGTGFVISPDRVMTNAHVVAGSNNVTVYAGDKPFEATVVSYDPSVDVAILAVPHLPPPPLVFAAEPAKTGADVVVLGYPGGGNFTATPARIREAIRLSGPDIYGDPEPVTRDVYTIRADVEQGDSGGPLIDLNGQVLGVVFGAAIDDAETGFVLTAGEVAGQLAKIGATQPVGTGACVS
# Y pestis TopoI – Yersinia pestis topoisomerase I inhibitors, primary screen, biochemical, cleavage product accumulation, plate reader, single point; DNA topoisomerase I (Yersinia pestis CO92); Y. pestis Topo-I cleavage product accumulation; activity, % at 10 µM; 0.064% of 360,000 active; AID 504884, 2011; in the data active = activity above about 50%, passing the limit was not always enough; inconclusive = no clear call, values can overlap the other calls; also: inactives centre near 2
# Active calls of the source: *; i = inactive; ? = inconclusive; · = not tested or not shown; & = joins results of further samples.
smiles	VHR inh abs	TcdB inh	MazEF act	SSB-PriA inh	PrPC TRFRET	BH1578 lux ind	CCHF vOTU inh	SARS 3CLpro inh	Rv3671c protease	Y pestis TopoI
CCOc1ccc(S(=O)(=O)Nc2ccc(OC)nc2)cc1	-24.5	1.6	-10.1	4.8	5.5	-0.2	10.5	0.1	4.5	1.2
c1ccc2c(c1)Nc1ccncc1S2	-6.5	8.0	8.4	-4.3	3.1	-0.4	-9.1	3.5	12.0	5.0
COc1cccc(CN2CCC(Oc3ccc(C(=O)N4CCCCC4)cc3)CC2)c1	17.9	0.3	0.7	-0.2	-9.1	-0.3	0.8	-0.9	3.4	19.2
CC(=O)N1CCc2c(sc(NC(=O)C3CC3)c2-c2nc3ccccc3s2)C1	16.2	-0.9	-77.6	-1.8	-2.8	-0.2	49.6*	-1.0	-9.2	28.2
COC(=O)[C@H](Cc1ccccc1)NS(=O)(=O)c1ccc(F)cc1Br	·	4.8	5.5	-14.8	-3.9	i	1.2	·	·	8.9
COc1ccc(OC)c(NC(=O)CSc2sc3c(O)cc(=O)[nH]c3c2C#N)c1	-2.9	1.2	-1.3	4.6	7.7	-0.1	16.1	-2.1	-8.2	2.3
CCn1c(/C=C/c2ccccc2Cl)nc2ccccc2c1=O	17.0	0.0	-4.1	-8.3	1.5	-0.5	0.4	4.0	-10.9	-2.1
COc1cc(NC(=O)COc2cc3oc(=O)cc(C)c3cc2Cl)cc(OC)c1OC	-17.2	0.9	8.5	-8.0	-8.7	i	10.2	-2.5	-3.0	-6.7
O=C(C/C=N/OCc1c(Cl)cccc1Cl)c1ccc(Cl)cc1	18.9	·	7.4	·	-3.0	-0.4	3.0	5.6	-18.0	-3.8
CCN1C(=O)CC(N2CCN(c3cccc(OC)c3)CC2)C1=O (configuration not stated)	20.7	0.3	-1.7	1.5	-6.1	-0.1	-11.6	1.4	12.7	-3.6
CCCCn1c(O)c(C(C)=NCc2ccc(F)cc2)c(=O)[nH]c1=O	-1.9	·	3.2	-14.0	4.6	5.6	-4.7	-2.4	-4.7	-8.7
COc1ccc(N2CC(=O)N(c3ccc(OC)c(OC)c3)CC2=O)cc1OC	39.8	·	1.0	-2.7	3.8	-0.3	-7.4	-4.3	5.3	5.3
O=C(CN(CC1CCCO1)C(=O)CNS(=O)(=O)c1ccc(F)cc1)NCc1ccco1 (configuration not stated)	20.9	0.4	7.0	-4.2	1.2	i	-5.1	3.2	-5.3	-8.6
Cc1cccc(OCC(=O)NCc2ccncc2)c1C	-1.9	0.4	-1.3	-2.4	-6.5	·	2.9	-1.2	7.7	0.3
O=C(NCCN1CCCc2ccccc21)C1CCC(=O)N(CCc2ccccc2)C1 (configuration not stated)	-5.5	-0.7	-1.9	-18.6	-5.2	i	7.5	0.6	1.4	16.8
COc1ccc(C(=O)NCc2nnc(SCC(=O)NCc3ccc(F)cc3)o2)cc1	6.9	·	0.3	-12.5	1.2	i	12.7	6.1	-2.3	0.2
CCCOc1ccc(C2=CSC3=NCCN23)cc1[N+](=O)[O-]	·	1.1	13.0	1.4	-9.8	-1.5	-7.6	-1.2	-1.6	-7.8
CCN(CC)S(=O)(=O)c1ccc(N2CCOCC2)c(NC(=O)C23CC4CC(CC(Cl)(C4)C2)C3)c1	11.0	·	0.1	-8.2	6.9	0.1	-7.1	-2.0	-7.6	-8.2
CN(C)C1=NC[C@H](Cc2ccccc2)N1CC1CCCCCC1	·	1.2	10.9	-3.5	7.3	1.6	-7.0	·	3.2	3.0
CC(C)(C)C(=O)n1nc(-c2ccccc2)oc1=O	5.0	·	-3.5	-8.5	0.9	-0.3	-4.0	-3.1	-3.8	-0.4
NC(=O)[C@@H]1CCCCNc2c(F)cc([N+](=O)[O-])cc2C(=O)N[C@@H](CCCN=C(N)N)C(=O)NCC(=O)N1	0.9	0.2	7.3	11.6	-22.2	0.5	0.6	0.5	-0.6	-3.1
C[C@@H]1CCCCO[C@@H](CN(C)CC2CC2)[C@@H](C)CN([C@H](C)CO)C(=O)c2cc(N(C)C)ccc2O1	·	-25.8	1.8	·	·	2.4	·	·	·	4.1
O=C1/C(=C\c2ccc(O)cc2)SC(=S)N1Cc1ccccc1	35.7	1.1	-227.3	-10.0	8.4	i	4.5	2.0	-7.5	-6.9
O=C(Oc1c(-c2ccccc2)c(=O)n2c3c(cccc13)CC2)c1ccc(F)cc1	23.9	0.4	8.8	-6.2	-0.7	-0.7	4.9	5.2	5.7	14.9
CC(C)NC(=O)N(C)C[C@@H]1Oc2c(NC(=O)Nc3ccccc3)cccc2C(=O)N([C@H](C)CO)C[C@H]1C	·	-0.1&1.1	-8.0	0.4	1.2	-1.6	13.8	·	4.4	1.5
O=C(Nc1ccc(F)cc1F)c1cc(=O)n(-c2ccccc2)c(=O)[nH]1	11.5	-0.7	-4.2	-5.7	-1.3	1.1	-15.7	2.4	-0.2	1.3
O=C(O)C1CCCCC1C(=O)Nc1cccc(Br)c1 (configuration not stated)	·	-3.9	-4.6	3.4	5.0	-0.6	17.2	·	5.9	-10.9
COCCNC(=O)c1cnn2c1NC(c1ccco1)CC2C(F)(F)F (configuration not stated)	13.3	·	6.6	-3.5	8.7	16.7*	4.0	3.5	5.0	-0.9
CCOC(=O)c1ccccc1NC(=O)COC(=O)CCC1CCCC1	·	-1.6	-3.4	-24.4	9.0	i	23.2	·	-8.0	?
Cc1ccc([C@@H]2CC=C(C(=O)O)[C@H](c3ccccc3)N2S(=O)(=O)c2ccccc2C)cc1	·	-1.1	1.6	4.9	-0.5	i	11.8	·	0.5	20.2
CCO[C@H]1OC(C(=O)NCc2ccccc2)=C[C@@H](C2CC2)[C@@H]1CCCO	25.6	-0.4	3.5	0.0	-8.6	-11.1	11.3	-1.0	-8.7	0.1
O=C(NCC1=C(c2cccc3ccccc23)C[C@@H]2CC[C@H]1N2Cc1ccco1)c1cccnc1	·	-0.3	1.6	·	2.9	i	20.4	·	·	8.2
CC(C)c1ccc(C2c3[nH]c4ccccc4c3C[C@H]3C(=O)N(c4ccccc4C(=O)N4CCC[C@H]4C(=O)O)C(=O)N23)cc1 (some centres not stated)	4.3	1.0	-4.7	4.7	4.7	-0.6	15.5	8.5	-6.7	5.2
CCC(=O)N1CCN(c2ccc(Cl)cc2NC(=O)c2ccc([N+](=O)[O-])o2)CC1	37.7	0.3	8.2	-3.3	-3.4	i	-3.6	-0.1	-3.6	20.6
O=C(O)c1ccc(-n2ncc3c2/C(=C\c2cccc([N+](=O)[O-])c2)CC3)cc1	·	1.2	-16.3	-4.0	-8.2	-3.2	9.4	·	·	-7.4
COc1ccc(-c2cc(CC3(C(=O)O)CCN(C(=O)OC(C)(C)C)CC3)on2)c(OC)c1	-10.5	-0.5	0.5	-11.6	0.3	-0.2	9.1	-1.7	3.8	9.7
Cn1cc(/C=N/Nc2ccccc2)c2ccccc21	31.8	1.0	12.9	·	11.7	0.4	-0.8	3.1	3.6	-14.8
CCN1CCN(CCNC(=O)Cn2c(=O)c3cccn3c3ccc(F)cc32)CC1	30.9	-4.6	12.4	-7.2	-2.4	i	-7.9	0.5	-2.3	-6.5
Cc1ccc(CNC(=O)CN(c2ccc(C)cc2)S(=O)(=O)c2c(C)n[nH]c2C)cc1	19.0	0.8	6.5	7.2	-1.1	i	9.9	2.4	-1.5	17.1
O=S(=O)(Nc1ccc(-c2cnco2)cc1)c1ccccc1	9.5	1.3	7.8	-10.4	0.6	-0.5	-10.9	-0.8	-7.7	3.4
CN=c1scc(C)n1/N=C/c1ccc(O)c(O)c1O	3.6	·	1.5	·	-10.0	-0.3	6.8	1.5	19.2	-8.9
COc1ccc(C(=O)Nc2cccc(S(=O)(=O)NC3=NCCC3)c2)cc1OC	·	0.6	0.6	-0.6	-5.0	-2.5	-4.7	·	8.4	-2.4
O=C(/C=C/c1ccc(F)cc1)c1ccccc1Br	12.1	·	-4.2	-9.7	0.7	0.2	6.7	-1.4	-13.2	21.4
COc1ccc(/C(N)=N/OC(=O)Cc2ccccc2)cc1	11.9	-0.1	6.0	·	5.8	-0.3	-9.2	4.2	-12.0	1.7
CC(=O)NCC1COc2ccccc2O1 (configuration not stated)	7.4	-1.2	4.4	-2.3	3.7	-0.2	1.5	-3.7	-0.8	7.4
CCN(CC)c1ccc(/C=N/NC(=O)c2ccc3c(c2)OCCO3)cc1	16.7	1.4	-0.3	·	12.6	1.5	1.0	-6.3	·	-4.0
Fc1ccc2cc(-c3ccsc3)ncc2c1	·	1.2	5.1	-12.4	0.5	-0.6	-5.2	·	-1.9	10.3
O=C(COc1ccccc1)Nc1ccc2c(c1)nc1n2CCOC1	-0.4	·	-6.8	-3.2	1.9	-0.4	-5.5	-1.3	0.2	-4.7
CCCCn1c(=O)c(C(=O)Nc2ccccc2F)c(O)c2ccccc21	19.3	0.2	10.0	-3.4	-7.4	i	7.8	0.4	-1.1	-4.7
O=C(Nc1nnc([C@@H]2C[C@H](O)[C@@H](CO)O2)s1)c1cccs1	·	0.1	·	·	8.2	-0.6	2.6	·	·	-7.8
Cc1c(-c2c(C#N)c(N)nc3c2CCCCCC3)cnn1C	10.5	·	5.8	-4.5	-1.5	i	-28.1	5.7	1.6	9.3
CCn1cc(C2C(C(=O)Nc3cc(C)ccn3)=C(C)NC3=C2C(=O)CC(C)(C)C3)c(C)n1 (configuration not stated)	9.4	·	5.9	-9.6	-3.2	i	-34.3	1.9	-10.5	-3.0
O=C(CCc1ccccc1)OCCOC(=O)CCc1ccccc1	26.3	-0.1	-2.4	-27.9	6.8	-3.1	9.4	2.9	6.6	35.5
O=[N+]([O-])c1c(Nc2ccc(O)cc2)cc(Cl)c2nonc12	-2.2	2.6	7.7	-1.0	79.5*	-0.9	8.7	4.5	7.9	-20.3
Cc1ccc(NC(=O)Cc2nnc(SCC(=O)NC3CCCC3)n2C)cc1	-8.1	-0.2	10.1	-5.3	-8.7	-0.2	3.9	-4.4	-5.0	6.8
COc1ccc(S(=O)(=O)Oc2c(OC)cc(C(=S)N3CCOCC3)cc2OC)cc1	16.5	0.0	8.3	0.8	6.5	i	1.1	-4.8	1.7	3.3

# Three structures out of the list, ordered by length of the SMILES, lowest first.
smiles	VHR inh abs	TcdB inh	MazEF act	SSB-PriA inh	PrPC TRFRET	BH1578 lux ind	CCHF vOTU inh	SARS 3CLpro inh	Rv3671c protease	Y pestis TopoI
Cc1ccc(NC(=O)Cc2nnc(SCC(=O)NC3CCCC3)n2C)cc1	-8.1	-0.2	10.1	-5.3	-8.7	-0.2	3.9	-4.4	-5.0	6.8
O=C(Nc1nnc([C@@H]2C[C@H](O)[C@@H](CO)O2)s1)c1cccs1	·	0.1	·	·	8.2	-0.6	2.6	·	·	-7.8
COc1ccc(S(=O)(=O)Oc2c(OC)cc(C(=S)N3CCOCC3)cc2OC)cc1	16.5	0.0	8.3	0.8	6.5	i	1.1	-4.8	1.7	3.3

# Not all compounds are listed. The share of hits here may be higher or lower than overall.
